# OXTR potentiate = human OXTR potentiators, primary screen, fluorescence, CHO-OTR cells, Fluo-8 calcium; Oxytocin receptor (Homo sapiens), P30559; Fluo-8 calcium fluorescence, potentiator mode; 0% = oxytocin EC15, 100% = EC100; activation, % at 3 µM; 320,000 compounds, 0.061% hits;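 active means activation above that plate's cutoff, the mean activation of tested compounds plus 3 SD, cut at about 6.6% in these data, passing the limit was not always enough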;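 further: 100% uses oxytocin at 75 nM as the full agonist control; some results filed as inactive read as strong as hits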
# Target sequence (P30559 whole entry, looked up): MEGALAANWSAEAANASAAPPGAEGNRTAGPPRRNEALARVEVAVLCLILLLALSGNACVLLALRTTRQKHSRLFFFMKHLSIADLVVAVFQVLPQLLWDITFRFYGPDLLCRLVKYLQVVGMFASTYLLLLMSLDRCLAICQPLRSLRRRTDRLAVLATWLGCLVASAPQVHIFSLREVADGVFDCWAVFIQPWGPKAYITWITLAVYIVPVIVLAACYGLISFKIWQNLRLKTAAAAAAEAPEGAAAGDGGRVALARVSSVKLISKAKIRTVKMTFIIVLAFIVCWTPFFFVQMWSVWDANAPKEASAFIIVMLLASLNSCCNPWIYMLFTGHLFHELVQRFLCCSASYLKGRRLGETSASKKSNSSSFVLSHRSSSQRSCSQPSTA
#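 Dosing: Single dose, 3.0 µM nominal final compound concentration | Material: Human OTR in CHO cells | Technique: Kinetic Fluo-8 calcium fluorescence | Benchmarks: EC15 oxytocin alone as 0%, 75 nM oxytocin as 100% | Probe or stimulus: Oxytocin at about EC15, sub-maximal agonist stimulus | Incubation: Compound 6 min at room temperature before oxytocin, 100 s read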
# OXTR agonist = human OXTR agonists, primary screen, fluorescence, CHO-OTR cells, Fluo-8 calcium | Oxytocin receptor (Homo sapiens), P30559 | Fluo-8 calcium fluorescence; normalized: DMSO 0%, oxytocin 100% | activation, % at 3 µM | 320,000 compounds, 0.32% hits | AID 2435, 2010;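 active means activation above the mean of all tested compounds plus 3 SD, cutoff set per screening run, cut at about 20% in these data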;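 further: peak over basal fluorescence ratio from a 100 s FLIPR kinetic read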
# V1R ag counter = agonists of human V1a receptor, primary screen, counter-screen for OXTR agonist project, fluorescence, CHO-V1R cells; Fluo-8 calcium fluorescence, agonist mode; 0% DMSO, 100% 3 nM vasopressin; activation, % at 3 µM; 320,000 compounds, 0.25% hits; AID 2797, 2010;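 active means activation above the mean activation of all tested compounds plus 3 SD, per screening run, cut at about 20% in these data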;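 further: signal is peak over basal fluorescence ratio across a 100 second FLIPR read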
# CHO-K1 Ca antag = M1 antagonist counterscreen hit in parental CHO-K1 cells. ATP-induced calcium, Fluo-8 fluorescence. inhibition, % at 3 µM. 360,000 compounds, 0.6% hits;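 active means inhibition above a per-plate cutoff, the plate's mean sample inhibition plus 3 SD, cut at about 24% in these data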;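 further: 0% = DMSO plus EC80 ATP and 100% = DMSO alone without ATP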
# M1 PAM parental = nonselective calcium activators in parental CHO-K1 cells, primary screen, counter-screen for M1 PAM project, cell-based, Fluo-8 calcium fluorescence, full deck, 1536-well; ATP EC20; 0% at ATP EC20, 100% at ATP max; activation, % at 3 µM; 360,000 compounds, 0.02% hits;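 active means activation above the run cutoff, the mean activation of all test compounds plus 3 SD, cut at about 40% in these data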;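 further: peak over basal fluorescence ratio in a 140 s read after ATP addition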
# CHO parental Ca = ATP-evoked calcium signal inhibitors, parental CHO, primary screen, counter-screen for OX1R antagonist project, cell-based, fluorescence, Fluo-8 calcium dye. parental CHO-K1, ATP-induced calcium, Fluo-8 fluorescence. inhibition, % at 5.6 µM. 330,000 compounds, 0.63% hits. AID 463079, 2010;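 active means inhibition above that plate's mean sample inhibition plus 3 SD, cut at about 26% in these data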;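 further: 0% = ATP-challenged DMSO wells and 100% = DMSO wells without ATP; some compounds past the cut are filed as inactive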
#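 Assay system: untransfected parental CHO cell line. Also added: ATP agonist challenge. Dosing: one dose, 5.6 µM nominal. Measured by: Fluo-8 fluorescence. Read-out: % inhibition. Benchmarks: ATP wells versus no-ATP DMSO wells. Repeats: no replicates.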
# M1 ag parental = counter-screen for M1 agonists: effect in parental CHO-K1 cells; Fluo-8 calcium fluorescence; scaled to maximal ATP response, vehicle zero; 360,000 compounds, 0.48% hits; activation, % at 3 µM; in the data active means activation above about 15%;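 further: untransfected CHO-K1 host cells lacking M1 receptor as counterscreen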
# TAAR1 antag = human TAAR1 antagonists, primary screen, Fluo-8 calcium fluorescence, CHO RD-HGA16 cells. Trace amine-associated receptor 1 (Homo sapiens), Q96RJ0. AID 624466, 2012. 360,000 compounds, 1.5% hits. antagonist. inhibition, % at 3 µM;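 active means inhibition above a per-plate cutoff, the mean inhibition of test compounds on that plate plus 3 SD, cut at about 49% in these data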;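 further: 0% = DMSO plus EC80 beta-PEA response and 100% = DMSO alone without agonist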
# Target sequence (Q96RJ0 whole entry, looked up): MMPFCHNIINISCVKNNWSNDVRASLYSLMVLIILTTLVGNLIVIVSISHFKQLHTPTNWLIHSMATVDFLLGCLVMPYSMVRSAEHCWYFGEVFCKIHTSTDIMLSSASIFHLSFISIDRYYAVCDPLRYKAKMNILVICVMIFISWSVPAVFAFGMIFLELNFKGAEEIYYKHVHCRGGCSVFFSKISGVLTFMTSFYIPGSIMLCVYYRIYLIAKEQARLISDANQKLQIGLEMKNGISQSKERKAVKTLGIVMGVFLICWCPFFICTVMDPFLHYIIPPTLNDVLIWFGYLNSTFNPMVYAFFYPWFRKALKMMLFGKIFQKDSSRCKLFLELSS
#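 Material: RD-HGA16 CHO cells with stable hTAAR1 and Gα16; Dosing: single nominal final test compound concentration of 3 µM; Schedule: seeding 17-24 h prior, 75-min 37 °C, 30-min RT dye loading; Detection: kinetic Fluo-8 calcium fluorescence measurement; Measure: % inhibition from peak post-agonist over basal fluorescence ratio; Benchmarks: vehicle and agonist controls.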
# GPR7 antagonist = GPR7 receptor antagonists, primary screen, cell-based, fluorescence, single concentration; GPR7-expressing cells, fluorescence antagonist assay; 290,000 compounds, 1.1% hits; AID 1861, 2009; inhibition, % at 4.4 µM; Neuropeptides B/W receptor type 1 (Homo sapiens), P48145; in the data active means inhibition above about 16%, passing the limit was not always enough;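 further: cells stimulated with the agonist NPW; 0% = agonist with vehicle and 100% = vehicle without agonist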
# Target sequence (P48145 whole entry, looked up): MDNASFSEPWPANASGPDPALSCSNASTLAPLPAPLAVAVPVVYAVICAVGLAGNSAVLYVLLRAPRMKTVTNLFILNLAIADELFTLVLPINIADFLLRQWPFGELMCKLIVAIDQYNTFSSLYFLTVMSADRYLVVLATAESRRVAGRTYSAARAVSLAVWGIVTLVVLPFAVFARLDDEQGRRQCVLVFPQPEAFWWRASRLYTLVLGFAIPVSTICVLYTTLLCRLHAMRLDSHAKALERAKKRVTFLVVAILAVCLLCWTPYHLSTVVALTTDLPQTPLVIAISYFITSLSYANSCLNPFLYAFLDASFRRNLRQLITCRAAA
# The depositor's hits bear a star; nt = not tested or not shown. Compounds were not picked by outcome; overall some 3.5% were active at least once.
SMILES,OXTR potentiate,OXTR agonist,V1R ag counter,CHO-K1 Ca antag,M1 PAM parental,CHO parental Ca,M1 ag parental,TAAR1 antag,GPR7 antagonist
COc1ccc2c(C)cc(SCC#N)nc2c1,1.4,-0.4,0.2,-23.1,25.2,2.7,0.1,nt,-6.0
CCn1c(SCC(=O)Nc2sc(C)c(C)c2C#N)nnc1C(C)C,-8.8,0.2,0.6,-16.1,24.2,-11.3,1.0,-8.8,1.2
Cc1ccc(-c2nnc(N(C)C(=O)c3cccnc3)s2)cc1,-13.9,6.3,4.3,-6.0,12.8,-9.6,3.4,-1.9,6.8
COc1cc2c(cc1OC)[C@@H](Cc1ccc(OCCC#N)cc1)N(C)CC2,1.4,1.2,-0.4,-3.5,11.0,-13.6,0.2,-24.3,-9.7
Cc1ccc(NC(=O)CN(C)C(=O)c2ccccc2OCc2c(C)noc2C)cc1,2.8,-1.9,-0.7,11.8,7.1,-6.8,-0.5,-39.2,nt
CCOC(=O)N1CCN(C(=O)C2CCC(=O)N(Cc3cccc(C(F)(F)F)c3)C2)CC1 (stereo unspecified),-4.0,-0.4,1.0,-0.8,15.5,0.0,4.1,-6.7,-10.3
O=C(CN1CCCCCC1)Nc1ccc(F)c(F)c1F,-2.6,1.7,1.0,-8.0,19.4,-7.7,1.2,-18.4,-6.6
CSc1ccc(C(=O)C2CCCN(S(=O)(=O)c3c(C)noc3C)C2)cc1 (stereo unspecified),-4.8,0.0,0.1,-5.4,9.9,-13.7,0.8,-30.8,-6.7
CCNC(=O)C1(C)CCCN(C(=O)c2c(C)noc2C)C1 (stereo unspecified),nt,nt,nt,-5.4,11.2,nt,0.2,-25.1,nt
CCOC(=O)C1CCCN(CCSc2ccc(C)cc2)C1 (stereo unspecified),4.9,-1.7,-0.7,-3.5,-2.4,-16.4,0.0,-12.5,-7.0
N#C/C(=C\c1ccccc1O)C(=O)Nc1ccccn1,-7.2,0.2,0.7,10.5,-22.8,-9.9,-0.5,-25.1,-11.3
Cc1cc(C)c(S(C)(=O)=O)c(Oc2ccccc2C)n1,-8.4,-1.3,-0.6,-2.0,19.0,-4.6,0.1,8.1,2.5
C=CCSc1nnc(NC(=O)c2nc(SCC)ncc2Cl)s1,-1.1,-0.2,0.4,-18.4,17.7,-14.5,0.6,nt,-9.0
Fc1ccc(CNn2cnnc2SCc2ccc(F)cc2)cc1,-2.9,4.5,1.8,-1.4,20.0,-14.1,1.1,-4.5,4.2
N#C/C(=N\Nc1ccccc1Cl)C(=O)c1ccccc1,-29.0,15.9,11.0,13.2,-5.0,3.8,7.9,16.5,-13.5
Cn1cnc2c(=O)sc3ccccc3c21,1.9,-0.8,0.5,0.7,10.4,2.7,4.4,6.4,nt
COC(=O)c1ccc(Oc2ccc(S(=O)(=O)N3CCCCC3)cc2N)cc1,-25.3,16.9,9.1,-0.4,-19.1,15.0,13.8,12.6,-5.9
CC(=O)c1ccccc1NC(=O)COC(=O)C1COc2ccccc2O1 (stereo unspecified),nt,nt,nt,-7.6,5.7,nt,0.6,6.6,nt
O=C(O)c1cc(-c2cccnc2)nc2ccc(Br)cc12,-11.8,0.1,1.8,-14.0,4.7,-3.1,-0.2,-5.9,-9.7
CC(C)(C)C1CCC(=NNC(=O)C(=O)NCc2ccco2)CC1 (stereo unspecified),-14.8,-1.5,-1.0,-6.7,12.5,1.3,-0.7,-10.4,-6.7
COc1ccccc1Nc1nc(-c2cccnc2)cs1,-4.4,-2.5,-1.8,-15.2,13.6,-18.7,-1.1,-6.4,20.3
COc1ccccc1NC=C1C(=O)OC2(CCCCC2)OC1=O,-1.7,-1.8,-0.7,2.7,11.1,-8.9,0.7,3.1,-5.6
O=C(COC(=O)c1ccccn1)NCc1ccccc1Cl,-6.7,-0.7,-0.8,-19.0,31.0,-7.3,0.0,-14.0,23.7*
Cc1ccc(NC(=O)c2ccc(=O)[nH]n2)cc1C,1.2,1.4,0.3,-12.9,9.8,-0.3,1.2,-12.1,-9.2
COc1ccccc1-c1cc(C(F)(F)F)nc(S(C)(=O)=O)n1,4.5,-2.0,-0.7,-5.3,7.7,-9.5,-0.5,-8.0,5.7

# Complete entries, looked up by structure. Order of screens: OXTR potentiate, OXTR agonist, V1R ag counter, CHO-K1 Ca antag, M1 PAM parental, CHO parental Ca, M1 ag parental, TAAR1 antag, GPR7 antagonist
# COc1ccccc1Nc1nc(-c2cccnc2)cs1 reads -4.4, -2.5, -1.8, -15.2, 13.6, -18.7, -1.1, -6.4, 20.3
# CC(C)(C)C1CCC(=NNC(=O)C(=O)NCc2ccco2)CC1 (stereo unspecified) reads -14.8, -1.5, -1.0, -6.7, 12.5, 1.3, -0.7, -10.4, -6.7

# New compounds follow
SMILES,OXTR potentiate,OXTR agonist,V1R ag counter,CHO-K1 Ca antag,M1 PAM parental,CHO parental Ca,M1 ag parental,TAAR1 antag,GPR7 antagonist
Cc1cc(C)nc(SCC(=O)NNC(=O)c2ccccc2C)n1,2.3,0.1,0.7,-2.5,10.6,-3.6,0.0,-15.3,-14.1
N#CCC(=O)NC(=O)NCC1CC1,2.2,-0.1,0.8,-4.4,0.6,-6.0,0.0,3.9,-8.3
CCC1CCCCN1C(=O)COC(=O)COc1ccc(Br)cc1 (stereo unspecified),-7.4,4.1,1.6,-6.8,10.0,-4.7,1.8,19.4,nt
CCN(CC)S(=O)(=O)c1ccc(/C=C/C(=O)OCC(=O)NC(=O)C2COc3ccccc3O2)cc1 (stereo unspecified),-11.2,14.8,11.6,1.1,8.3,3.4,1.3,47.3,nt
O=C(NCCC1=CCCCC1)C1CCN(S(=O)(=O)c2ccccc2C(F)(F)F)CC1,-12.1,3.7,7.8,-3.9,-7.3,2.6,0.2,9.3,nt
Cc1nnsc1C(=O)N1CCCC(Nc2ccc(F)c(F)c2)C1 (stereo unspecified),-5.7,-0.3,0.5,-22.5,15.1,1.8,1.2,-0.9,-0.6
CCCNC(=S)Nc1ccc(Cl)cc1Cl,0.7,-0.8,-0.2,-8.2,21.3,-4.3,0.7,4.0,-6.4
O=C(Nc1ccc2nc3n(c(=O)c2c1)CCCCC3)C(=O)N1CCN(c2ccc(F)cc2)CC1,-4.0,-0.1,5.2,-16.6,14.3,-24.3,1.2,-7.3,-8.6
O=C1c2ccccc2C(=O)N1CN(C(=O)COc1ccccc1)c1ccc(F)cc1,-6.7,-2.0,3.3,-5.4,16.6,-8.6,2.6,-21.8,-8.6
O=C(Nc1nnc(C(F)(F)F)s1)c1c(F)cccc1F,-2.1,5.5,2.3,-7.6,-4.0,-8.5,2.4,15.0,-12.7
O=C(O)CCCCCCNC(=O)c1cncc(O)c1,0.7,0.9,-0.2,-0.9,4.4,3.5,0.1,5.8,1.2
Cc1nc(-c2ccc(F)cc2)c(CC(=O)N(C)CC(=O)Nc2cccc(F)c2)s1,nt,nt,nt,0.4,17.2,nt,3.0,-6.1,nt
c1ccc2oc(SCc3nc4ccccc4s3)nc2c1,-14.4,-2.1,-0.7,-4.5,6.2,-30.6,0.0,12.0,-4.7
Cc1ccc(SCC(=O)NCCCN2CCOCC2)cc1,-6.1,-0.4,-0.9,-13.6,10.0,-9.0,0.1,1.1,-9.6
Cc1ccccc1CN(C)C(=O)[C@H](Cc1ccccc1)NC(=O)c1ccco1,-5.9,0.2,2.0,-7.4,1.9,-17.8,6.3,41.5,nt
OC(c1ccccc1)c1nc(-c2cccc3cccnc23)cs1 (stereo unspecified),nt,nt,nt,-7.9,9.3,nt,0.6,-23.3,nt
COc1cccc(OC)c1OCCCOc1c(OC)cccc1OC,-3.6,-1.1,0.0,-4.3,3.1,-13.7,0.5,10.2,-13.0
O=C(NC1CCCc2ccccc21)c1ccc(F)cc1F (stereo unspecified),-9.6,-2.0,-1.4,-15.9,19.8,-1.9,-0.2,-4.4,5.3
CCOc1ccc(NC(=O)CN(C)C(=O)CCc2ccccc2Cl)cc1OCC,-4.7,-0.7,0.9,-7.3,6.0,-11.0,2.9,-27.1,-18.0
N#Cc1ccc(-c2nc3c(Cl)cc(C(F)(F)F)cn3c2Cc2ccsc2)cc1,nt,nt,nt,-11.1,-9.2,nt,0.0,-13.6,nt
COc1ccc(N2CC(C(=O)NCCc3ccc(Cl)cc3)CC2=O)c(OC)c1 (stereo unspecified),-3.8,0.0,0.8,19.8,-11.7,-9.3,-0.7,-42.1,nt
CC(=N[C@@H]1CCCC[C@H]1N=C(C)c1ccccc1O)c1ccccc1O,-4.9,0.1,-0.1,-10.3,7.9,-6.5,0.7,21.6,-1.7
O=c1ccc2ccc(O)cc2o1,nt,nt,nt,11.2,-1.9,nt,2.4,-1.3,nt
CCNC(=S)N1CCN(c2ncccn2)CC1,-3.0,0.6,-0.4,-13.2,19.8,4.1,0.5,-15.6,5.2
CCc1nc2ccc(C(=O)NCCc3ccc(OC)c(OC)c3)cc2nc1CC,0.2,-2.7,-0.8,-7.7,5.4,-27.8,3.9,26.0,-26.9
O=C(Nc1ccc(F)cc1F)c1ccc(S(=O)(=O)N2CCCCC2)cc1,-2.4,0.1,1.0,-6.7,2.6,-3.5,1.7,-17.5,6.9
Cc1ccc(C(=O)Nc2ccc(-c3csc(C)n3)cc2)cc1,-0.3,1.5,1.9,13.7,-8.4,-9.6,2.9,21.6,-5.9
CC1CN(C2=Nc3cccc4cccc2c34)CC(C)O1 (stereo unspecified),-1.3,-0.9,-0.5,-11.8,15.9,-16.0,0.4,-35.5,-0.2
O=C(CN1CCOCC1)Nc1ncc(Cc2ccccc2Cl)s1,-3.6,1.9,1.9,-17.7,5.3,-14.9,3.4,-26.5,18.0
CC(C)(C)C(=O)COC(=O)C1=NN(c2ccccc2)C(=O)CC1,-13.9,-0.6,0.5,2.8,-7.7,-7.5,0.5,2.1,4.2

# A few values from the entries so far:
# In TAAR1 antag, `O=C(Nc1ccc(F)cc1F)c1ccc(S(=O)(=O)N2CCCCC2)cc1` has the entry -17.5
# In CHO-K1 Ca antag, `O=c1ccc2ccc(O)cc2o1` has the entry 11.2
